RSV CPE inhibition – RSV antiviral activity via CPE protection, HEp-2 cells, primary 10 µM value included (AID 2391); 310,000 compounds, 0.13% hits; HEp-2 cells, RSV-induced CPE inhibition; higher % means a stronger effect; CPE inhibition, % at 10 µM; hits with a dose series show IC50 in µM; in the data active means a potency from the dose series; inconclusive means CPE inhibition mostly from about 23% at the one dose, without a potency; inactive means the rest, 99 in 100 with CPE inhibition below about 21%; further: strong numbers were not always called active
Siah-1 displacement – Siah-1 peptide-binding antagonists, primary screen, biochemical, fluorescence polarization, rhodamine-plectin, uHTS (AID 1817). Siah-1 / rhodamine-plectin peptide fluorescence polarization; higher % means a stronger effect. displacement, % at 20 µM, or IC50 in µM where a hit was titrated. 290,000 compounds, 0.02% hits;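 active means displacement of at least 50% at 20 µM, with a fluorescence ratio check between 0.3 and a set limit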;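 further: plate controls were Siah plus tracer with DMSO for no effect and tracer alone without Siah for full effect; strong numbers were not always called active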
AID2073 – inhibitors of Mint1-CaV2.2 protein interaction, biochemical, HTRF (AID 2073); HTRF protein-protein interaction, Mint1-CaV2.2; higher % means a stronger effect; inhibition, % at 20 µM, or IC50 in µM where a hit was titrated; 290,000 compounds, 0.19% hits; in the data active means inhibition mostly above about 51%, no sharp cut-off; inconclusive means no clear call, values can overlap the other calls; inactive means mostly below about 53%; further: some results filed as inactive read as strong as hits
LYP phosphatase – PTPN22 lymphoid phosphatase activity blockers – biochemical, fluorescence intensity, uHTS (AID 1779); inhibition, % at 11.5 µM, or IC50 in µM where a hit was titrated; 290,000 compounds, 0.054% hits; recombinant LYP phosphatase, fluorescence intensity; higher % means a stronger effect; in the data active means inhibition above about 50%;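 further: plate controls were vehicle with enzyme for no effect and no enzyme for full effect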
Dengue-2 NS5 capping – flavivirus cap methylation enzyme inhibition – biochemical, confirmation dose response, primary screen (AID 588689) | 340,000 compounds, 0.3% hits | one-dose inhibition, % at 25 µM; IC50 in µM for titrated hits | Dengue-2 NS5 methyltransferase capping enzyme assay, biochemical; higher % means a stronger effect; in the data active means a potency from the dose series; inconclusive means inhibition above about 29% without an active follow-up result
SV40 large T antigen – SV40 large T antigen inhibitors, biochemical (AID 1903); SV40 large T antigen ATPase/helicase inhibition assay; higher % means a stronger effect; one-dose inhibition, % at 20 µM; IC50 in µM for titrated hits; 310,000 compounds, 0.39% hits; in the data active means a potency from the dose series; inconclusive means inhibition mostly from about 32% at the one dose, without a potency; inactive means the rest, 99 in 100 with inhibition below about 32%; further: strong numbers were not always called active
MgcRacGAP inhibition – MgcRacGAP GTPase-activating activity inhibitors, confirmation, biochemical, ADP Hunter fluorescence. MgcRacGAP-stimulated Rac1 GTP hydrolysis, ADP Hunter fluorescence; higher % means a stronger effect; GST-tagged Rac1 F28L mutant substrate. one-dose inhibition, % at 30 µM; IC50 in µM for titrated hits. 340,000 compounds, 0.6% hits. AID 624330;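 active means first-screen hits whose inhibition reached a set limit at any dose in the follow-up dose series; inconclusive means inhibition above the set first-screen limit but never retested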;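 further: fluorescence reports GDP produced by GAP-driven GTP hydrolysis; strong numbers were not always called active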
HIV peptide binding – inhibitors of HIV fusion peptide binding, primary screen, biochemical, uHTS, fluorescence dequenching (AID 1986); 290,000 compounds, 0.3% hits; cell-free peptide binding, fluorescence dequenching, 30 min; higher % means a stronger effect; inhibition, % at 20 µM, or IC50 in µM where a hit was titrated; in the data active means inhibition mostly above about 52%, no sharp cut-off; inactive means mostly below about 76%; further: some results filed as inactive read as strong as hits
XIAP antagonists – XIAP antagonists, biochemical, IAP family, fluorescence polarization (AID 1018). XIAP BIR domain, fluorescence polarization peptide displacement; higher % means a stronger effect. displacement, % at 20 µM; hits with a dose series show IC50 in µM. 200,000 compounds, 0.007% hits; in the data active means displacement above about 50%; further: a part of the inactive calls stands beside numbers as strong as those of hits
Dengue-2 NS5 capping pilot replicate – second read-out of Dengue-2 NS5 capping, no call of its own (marks repeat the call); inhibition, %; measured here: pilot screen replicate inhibition
An asterisk follows results filed as active; ? = inconclusive; · = no result given. Compounds were not picked by outcome; about 1.7% have a hit in one of these screens.

SMILES | RSV CPE inhibition | Siah-1 displacement | AID2073 | LYP phosphatase | Dengue-2 NS5 capping | SV40 large T antigen | MgcRacGAP inhibition | HIV peptide binding | XIAP antagonists | others
CC(=O)c1ccc(NC(=O)CSc2nc(C3CC3)nc3ccccc23)cc1 | 2.9% | -1% | 8% | -5% | 1% | 6% | 6% | -1.8% | ·
COc1cccc(-c2noc(C3CCCN(C(=O)CC(C)(C)C)C3)n2)c1 (configuration not stated) | 13% | 1% | 0% | -1% | -9% | -4% | 3% | 1.3% | -1.6%
CNC(=S)N/N=C/c1cn(CCOc2ccc(OC)cc2)c2ccccc12 | 9.7% | 0% | 7% | 11% | -4% | 6% | 6% | -3.0% | -1.2%
Cc1cc(Cl)ccc1C(=O)C1CCCN(C(=O)CCn2cnnn2)C1 (configuration not stated) | -0.3% | -3% | 6% | -7% | -6% | 7% | 8% | 0.3% | -7.1%
Cc1ccc(NC(=O)CSc2nnc(CNC(=O)c3ccccc3F)o2)cc1 | 1.1% | 1% | -3% | -2% | 13% | 4% | 1% | 0.2% | -4.7%
COc1ccccc1NC(=O)CSc1nc(O)cc(=O)n1C | 3.2% | 2% | 9% | -5% | -4% | -2% | 4% | 4.5% | -0.5%
CN(C)CCNC(C(=O)Nc1cccc(C(F)(F)F)c1)c1ccccc1 (configuration not stated) | -0.2% | 2% | -3% | -9% | -9% | 18% | 77µM* | 2.0% | -1.9%
O=[N+]([O-])c1ccc(C[n+]2cccc3ccccc32)cc1 | 1.4% | -2% | 7% | -4% | -13% | 5% | 4% | 44% | -5.6%
Nc1nncn1C(=O)c1c(Cl)cccc1Cl | 1.1% | -3% | -8% | -10% | -1% | 8% | 4% | 0.0% | -2.4%
COc1cccc(NC(=O)CN2C(=O)COc3ccc(S(=O)(=O)N4CCC(C)CC4)cc32)c1 | 2.8% | 34% | 8% | -6% | -5% | 4% | 19% | 0.3% | ·
O=S(=O)(c1ccc(OCC(O)CNC23CC4CC(CC(C4)C2)C3)c(Cl)c1)N1CCOCC1 (configuration not stated) | -0.7% | -1% | -9% | -7% | -5% | 5% | 8% | -0.5% | -4.9%
Cc1ccc(NCN2C(=O)C3C4CCC(C4)C3C2=O)cc1 (configuration not stated) | -0.4% | -8% | 0% | -3% | · | 6% | · | -2.1% | -2.0%
CC1CCCCN1S(=O)(=O)c1cccc2nonc12 (configuration not stated) | 4.4% | -3% | -8% | -10% | -4% | 7% | 1% | -1.2% | ·
O=C(CSCc1ccc([N+](=O)[O-])cc1)Nc1cccc(C(=O)Nc2ccccc2C(=O)O)c1 | 2.1% | 2% | 2% | -6% | 2% | 5% | 5% | 14% | -4.7%
O=C(NCC(=O)N(c1ccc(F)cc1)C(C(=O)NC1CCCCC1)c1ccncc1)c1ccco1 (configuration not stated) | 1.0% | 8% | 3% | -8% | 4% | 5% | 5% | 1.9% | ·
COc1ccc(C(=S)N2CCOCC2)cc1OC(=O)c1cccc([N+](=O)[O-])c1 | 0.2% | 15% | 5% | -9% | -2% | 1% | 7% | -1.9% | -2.4%
OCC1(CC2CCCCO2)CCN(Cc2nc3ccccc3[nH]2)CC1 (configuration not stated) | -0.9% | 7% | 8% | 2% | -12% | · | 4% | 1.5% | 0.4%
COC(=O)CN(c1nc(C)cc(OC)n1)S(=O)(=O)c1ccc(C)cc1 | 4.9% | 0% | 0% | -4% | -10% | -1% | 2% | 5.2% | -3.1%
COc1ccc(OC)c(/C=N/NC(=O)c2ccc(N(C)S(=O)(=O)c3ccccc3)cc2)c1 | 3.8% | 0% | 24% | -4% | -5% | -5% | 8% | -0.2% | -7.6%
CC1CCN(C(=O)CSc2nc3c(c(=O)n(C)c(=O)n3C)n2C)CC1 | 1.5% | 2% | 10% | -9% | 12% | 5% | 8% | -1.6% | ·
COc1ccccc1CN1CC(C(=O)N(C)CCc2nc3ccc(F)cc3[nH]2)CCC1=O (configuration not stated) | 1.3% | 6% | 2% | -8% | -3% | 6% | -3% | 1.4% | ·
O=C(NS(=O)(=O)c1ccc(Cl)cc1)c1ccccc1 | -0.2% | -4% | 9% | 1% | -2% | 1% | 5% | 1.1% | -9.7%
CCCc1cc(=O)oc2cc(C)c(CN3CCCC3)c(O)c12 | 1.3% | 13% | 31% | 3% | -3% | 45% | 8% | 0.7% | -6.5%
CNC(=O)c1cccn1-c1ccsc1C(=O)OC | 2.7% | 0% | 11% | 7% | 0% | 1% | 8% | 1.7% | -3.2%
COc1ccccc1N1CCN(C(=O)c2cc(C(C)(C)C)oc2C)CC1 | 0.0% | -1% | 29% | 1% | -12% | 8% | 9% | -1.1% | ·
COc1cccc(N2CC(O)=C(c3nc4ccccc4c(=O)[nH]3)C2=N)c1 | 3.9% | 6% | 27% | -1% | 1% | 0% | 3% | 1.0% | -12%
COc1ccc(CNC(=O)C(=O)NCCCn2ccnc2)cc1 | 1.3% | -4% | 16% | -4% | -4% | 24% | 8% | 0.0% | 2.9%
Cc1ccc(NC(=O)c2nc3nccc(C)n3n2)c(C)c1 | 0.5% | -2% | -8% | -2% | -1% | 14% | 4% | -2.3% | -11%
COc1ccc(C2NN=C(c3c[nH]c4ccccc34)C2O)cc1 (configuration not stated) | 3.4% | -5% | 34% | -2% | -55% | 12% | 7% | 0.7% | ·
C=CCNC1=C(Cl)C(=O)N(Cc2ccccc2)C1=O | 1.8% | -2% | 5% | -4% | -7% | 10% | 3% | 2.3% | ·
CC(C)(C)CN1CCC(Oc2cccc(C(=O)NCCCOc3cccnc3)c2)CC1 | -0.8% | 5% | 10% | -11% | 2% | 23% | -12% | -0.4% | ·
N#CCCN(C(=S)NC(=O)c1ccco1)c1ccccc1F | 0.4% | 1% | 40% | -10% | -5% | 6% | 10% | -2.0% | -6.1%
Cc1ccc(Cl)cc1NC1=NC(=S)N(C(C)C)C12CCCCC2 | 1.6% | 0% | 20% | -8% | 0% | 4% | 9% | -1.2% | -3.8%
Cc1cc(C)c(NC(=S)NCC2CCN(C(C)c3ccccc3)C2)c(C)c1 (configuration not stated) | -3.0% | -1% | 25% | 2% | 8% | ? | 22% | 1.0% | -4.8%
Cc1cccc(C(=O)NNC(=O)CN2C(=O)c3ccccc3C2=O)c1 | -0.2% | 3% | 9% | -8% | -1% | 0% | 13% | 3.6% | -2.9%
Cc1cc(C(=O)NC2CCCc3c2cnn3-c2cccc(C)c2C)n(C)n1 (configuration not stated) | 0.4% | -4% | 5% | -7% | -2% | -3% | -5% | -0.9% | ·
CC(NC(=O)C(c1ccccc1)c1ccccc1)C(=O)N1CCCCC1 (configuration not stated) | -1.9% | -1% | 20% | -5% | -12% | 1% | 0% | -0.6% | -4.5%
COC(=O)c1cc(NC(=O)Nc2cc(OC)ccc2OC)cc(C(=O)OC)c1 | 18% | 3% | -1% | -3% | -12% | 0% | 6% | -1.0% | -4.4% | Dengue-2 NS5 capping pilot replicate=-4.8
CCn1cc(CN2CCC(C(=O)Nc3cccc(-c4cccc(F)c4)c3)CC2)cn1 | -1.5% | -4% | -1% | -4% | 7% | 7% | 8% | -0.7% | ·
COc1ccc(CCNC(=O)CCN2C(=O)c3cccc4cccc(c34)C2=O)cc1OC | 2.4% | 5% | 4% | -7% | -1% | -5% | -7% | 4.0% | -2.5%

A portion from further up, as a working copy:
SMILES | RSV CPE inhibition | Siah-1 displacement | AID2073 | LYP phosphatase | Dengue-2 NS5 capping | SV40 large T antigen | MgcRacGAP inhibition | HIV peptide binding | XIAP antagonists | others
COc1ccccc1CN1CC(C(=O)N(C)CCc2nc3ccc(F)cc3[nH]2)CCC1=O (configuration not stated) | 1.3% | 6% | 2% | -8% | -3% | 6% | -3% | 1.4% | ·
O=C(NS(=O)(=O)c1ccc(Cl)cc1)c1ccccc1 | -0.2% | -4% | 9% | 1% | -2% | 1% | 5% | 1.1% | -9.7%
CCCc1cc(=O)oc2cc(C)c(CN3CCCC3)c(O)c12 | 1.3% | 13% | 31% | 3% | -3% | 45% | 8% | 0.7% | -6.5%
CNC(=O)c1cccn1-c1ccsc1C(=O)OC | 2.7% | 0% | 11% | 7% | 0% | 1% | 8% | 1.7% | -3.2%
COc1ccccc1N1CCN(C(=O)c2cc(C(C)(C)C)oc2C)CC1 | 0.0% | -1% | 29% | 1% | -12% | 8% | 9% | -1.1% | ·
COc1cccc(N2CC(O)=C(c3nc4ccccc4c(=O)[nH]3)C2=N)c1 | 3.9% | 6% | 27% | -1% | 1% | 0% | 3% | 1.0% | -12%
COc1ccc(CNC(=O)C(=O)NCCCn2ccnc2)cc1 | 1.3% | -4% | 16% | -4% | -4% | 24% | 8% | 0.0% | 2.9%
Cc1ccc(NC(=O)c2nc3nccc(C)n3n2)c(C)c1 | 0.5% | -2% | -8% | -2% | -1% | 14% | 4% | -2.3% | -11%
COc1ccc(C2NN=C(c3c[nH]c4ccccc34)C2O)cc1 (configuration not stated) | 3.4% | -5% | 34% | -2% | -55% | 12% | 7% | 0.7% | ·
C=CCNC1=C(Cl)C(=O)N(Cc2ccccc2)C1=O | 1.8% | -2% | 5% | -4% | -7% | 10% | 3% | 2.3% | ·
CC(C)(C)CN1CCC(Oc2cccc(C(=O)NCCCOc3cccnc3)c2)CC1 | -0.8% | 5% | 10% | -11% | 2% | 23% | -12% | -0.4% | ·
N#CCCN(C(=S)NC(=O)c1ccco1)c1ccccc1F | 0.4% | 1% | 40% | -10% | -5% | 6% | 10% | -2.0% | -6.1%

The listing picks up, repeating the 2 entries before the break.
SMILES | RSV CPE inhibition | Siah-1 displacement | AID2073 | LYP phosphatase | Dengue-2 NS5 capping | SV40 large T antigen | MgcRacGAP inhibition | HIV peptide binding | XIAP antagonists | others
CCn1cc(CN2CCC(C(=O)Nc3cccc(-c4cccc(F)c4)c3)CC2)cn1 | -1.5% | -4% | -1% | -4% | 7% | 7% | 8% | -0.7% | ·
COc1ccc(CCNC(=O)CCN2C(=O)c3cccc4cccc(c34)C2=O)cc1OC | 2.4% | 5% | 4% | -7% | -1% | -5% | -7% | 4.0% | -2.5%
COc1ccc(NC(=S)N2CCCC2c2ccc(OC)c(OC)c2)cc1 (configuration not stated) | 2.6% | -2% | 3% | -6% | -5% | 12% | -3% | -1.3% | -4.0%
CCCCCNC(=O)c1ccc2c(=O)n(CCCOCC)c(=S)[nH]c2c1 | -1.6% | 33% | 9% | -7% | -5% | 9% | 2% | 3.5% | -2.8%
COc1cc(C(=O)N2CC(C)OC(C)C2)c([N+](=O)[O-])cc1OC (configuration not stated) | 1.1% | 1% | 7% | 3% | -5% | 12% | 6% | 0.8% | 1.5%
CC(C)(C)c1ccc(Cn2nnc3c(=O)[nH]c(C4CCCN(C(=O)c5cccs5)C4)nc32)cc1 (configuration not stated) | 19% | -7% | 8% | 2% | -8% | 7% | 6% | 0.0% | ·

High-throughput results: PubChem BioAssay, several laboratories
